# ALOX15 inhib: 15-hLO (ALOX15) enzyme inhibition; P16050; AID 887; actives 1.4% (n = 74,000); purified 15hLO-1, xylenol orange hydroperoxide absorbance; Potency, µM (titrated, usually from 57.1 µM), for the others: at the top dose activity change, negative = inhibition, most hits filed as inhibitors; further: potency means the concentration at half of the fitted maximal effect; on the % scale 0 is the no-effect control and ±100 the full control effect; nearly all actives have a fitted effect of over 55% in size
#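 Readout: Fe(III)-xylenol orange absorbance, 573-to-405 nm ratio as reaction progress. Enzyme 40 nM purified human 15hLO-1, substrate 50 uM arachidonic acid, 6 min RT after 15 min compound preincubation; Hepes pH 7.5 buffer with Triton X-100.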
# BRCT PPI green: BRCA1 BRCT-phosphoprotein interaction inhibition. P38398. BRCA1 BRCT-phosphopeptide binding, green fluorescence polarization. Potency, µM (top dose mostly 76.9 µM), inactives show top-dose activity change, negative = inhibition, hits mostly inhibitors. actives 0.05% (n = 75,000). AID 875;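 further: potency means the concentration at half of the fitted maximal effect; plate controls were peptide without protein for full effect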
# Target sequence (P38398 whole entry, looked up): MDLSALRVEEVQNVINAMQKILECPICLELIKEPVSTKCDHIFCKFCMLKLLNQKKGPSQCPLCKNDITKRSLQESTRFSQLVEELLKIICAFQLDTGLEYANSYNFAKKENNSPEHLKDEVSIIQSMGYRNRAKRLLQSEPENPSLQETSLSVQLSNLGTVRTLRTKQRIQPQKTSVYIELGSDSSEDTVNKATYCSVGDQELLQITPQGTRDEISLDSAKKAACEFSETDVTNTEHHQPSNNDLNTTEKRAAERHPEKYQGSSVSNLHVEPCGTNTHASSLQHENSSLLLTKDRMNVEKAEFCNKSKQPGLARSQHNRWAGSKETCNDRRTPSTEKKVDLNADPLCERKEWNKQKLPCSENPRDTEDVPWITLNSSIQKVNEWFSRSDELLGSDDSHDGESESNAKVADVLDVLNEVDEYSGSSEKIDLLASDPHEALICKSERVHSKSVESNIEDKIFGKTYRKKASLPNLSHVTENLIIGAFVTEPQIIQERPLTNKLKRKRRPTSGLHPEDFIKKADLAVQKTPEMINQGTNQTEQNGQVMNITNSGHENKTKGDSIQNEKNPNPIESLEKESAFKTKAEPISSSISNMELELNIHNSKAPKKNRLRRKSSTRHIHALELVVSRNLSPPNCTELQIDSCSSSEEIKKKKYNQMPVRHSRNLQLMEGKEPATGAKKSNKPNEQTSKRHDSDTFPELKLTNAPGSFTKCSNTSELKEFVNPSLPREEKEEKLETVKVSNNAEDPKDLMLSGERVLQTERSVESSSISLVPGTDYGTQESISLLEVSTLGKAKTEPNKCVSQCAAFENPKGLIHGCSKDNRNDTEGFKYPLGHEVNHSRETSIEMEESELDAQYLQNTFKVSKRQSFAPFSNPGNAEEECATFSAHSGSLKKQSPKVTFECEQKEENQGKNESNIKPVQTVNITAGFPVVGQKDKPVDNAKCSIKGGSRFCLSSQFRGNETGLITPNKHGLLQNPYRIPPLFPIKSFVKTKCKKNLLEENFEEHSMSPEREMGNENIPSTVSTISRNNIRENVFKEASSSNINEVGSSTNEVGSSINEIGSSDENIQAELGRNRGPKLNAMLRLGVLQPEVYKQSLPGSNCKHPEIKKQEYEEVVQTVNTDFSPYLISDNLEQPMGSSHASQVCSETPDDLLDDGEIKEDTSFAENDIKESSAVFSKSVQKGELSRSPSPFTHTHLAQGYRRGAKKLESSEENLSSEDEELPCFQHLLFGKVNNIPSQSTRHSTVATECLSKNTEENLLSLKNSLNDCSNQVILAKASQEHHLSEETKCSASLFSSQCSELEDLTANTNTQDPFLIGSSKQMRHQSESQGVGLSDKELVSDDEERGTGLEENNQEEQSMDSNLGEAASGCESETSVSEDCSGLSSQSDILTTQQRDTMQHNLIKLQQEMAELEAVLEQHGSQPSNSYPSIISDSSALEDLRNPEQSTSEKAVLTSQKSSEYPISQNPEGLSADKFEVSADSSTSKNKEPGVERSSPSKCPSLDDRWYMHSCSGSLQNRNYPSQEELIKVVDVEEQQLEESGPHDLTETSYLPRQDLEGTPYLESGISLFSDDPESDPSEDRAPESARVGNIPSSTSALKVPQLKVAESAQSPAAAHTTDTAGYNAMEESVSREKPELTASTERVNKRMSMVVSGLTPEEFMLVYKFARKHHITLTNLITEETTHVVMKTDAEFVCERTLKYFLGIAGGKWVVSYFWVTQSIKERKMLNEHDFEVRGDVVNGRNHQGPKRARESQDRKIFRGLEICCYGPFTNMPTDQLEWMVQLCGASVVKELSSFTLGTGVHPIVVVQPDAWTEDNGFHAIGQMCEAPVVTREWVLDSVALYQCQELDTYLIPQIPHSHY
#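 Fluorescence polarization: His-tagged BRCT (~35 kDa BRCA1 C-terminus, 250 nM) bound to 100 nM fluorescein-labeled phosphorylated 10-aa BACH1 peptide, pH 7.3 phosphate buffer with DTT and Tween 20. Compounds incubated 12 min at room temperature; inhibition read as lowered polarization.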
# CRE-bla Fsk: modulators of forskolin-stimulated CRE signaling in CHO cells | Potency, µM (top dose mostly 38.2 µM), for inactives: top-dose activity change, negative = inhibition, most hits filed as activators | actives 2.5% (n = 71,000) | CHO CRE-bla reporter (cAMP response element driving beta-lactamase), forskolin EC10, beta-lactamase ratio; active means well fitted activation curve with a large enough effect in the signal ratio, with a control signal flat, not every such curve was filed as active; inconclusive means small, poorly fitted or top-dose-only effect, or effect the other way, or a change in a side signal; the % refers to the signal ratio; further: potency means the concentration at half of the fitted maximal effect; % of control where 0% means no effect
#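 Modulation of forskolin signalling: compounds in titration series added with EC10 NKH 477 to CHO cells carrying a CRE-driven beta-lactamase reporter, 3 h, 37C. CCF4 FRET ratio (460/530 nm, ex 405 nm) gives %activity and AC50.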
# Epigenetic mod: epigenetic modulators derepressing GFP locus in mouse cells. mouse C127i GFP locus derepression, cytometry, 30 h. Potency, µM (titrated, usually from 46.1 µM), without a hit: at the highest dose GFP derepression (activation). actives 0.09% (n = 68,000); further: % of control where 0% means no effect
#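 Derepression screen: silenced CMV-GFP reporter in murine C127i cells, 30 h compound incubation at 37 C, washed cells imaged by laser-scanning cytometer to enumerate GFP-expressing objects of 20 to 120 um.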
# Pol III holo inh: DNA polymerase III holoenzyme inhibition. reconstituted DNA polymerase III holoenzyme replication, biochemical. actives 0.25% (n = 71,000). AID 603. Potency, µM (titrated, usually from 57.1 µM), for inactives: top-dose activity change, negative = inhibition; further: potency means the concentration at half of the fitted maximal effect; on the % scale 0 is the no-effect control and ±100 the full control effect
#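 Reconstituted *E. coli* holoenzyme (0.35 nM Pol III, 1 nM beta, 154 nM SSB, 2 nM primase) was preincubated with compound for 15 min at RT. Synthesis on 1.4 nM ssM13Gori ran 35 min, then was stopped with PicoGreen/EDTA and read as dsDNA fluorescence.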
# A350 autofl: compound fluoresces in the Alexa 350 spectral region | Compound autofluorescence, 340/450 nm, Alexa 350 dye-equivalents; active compounds read high | max dye-equivalent concentration, M | actives 11% (n = 59,000); in the data active means max dye-equivalent concentration above about 10 nM; inconclusive means mostly about 1.1 nM to 9.6 nM
# 4MU fluor: compound fluoresces in the 4-MU spectral region; actives 11% (n = 59,000); max dye-equivalent concentration, M; compound autofluorescence, 340/450 nm, 4-MU equivalents; active compounds read high; AID 589; in the data active means max dye-equivalent concentration above about 10 nM; inconclusive means mostly about 1.1 nM to 9.6 nM
#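 Intrinsic fluorescence at 340/450 nm (ex/em) was read after 15 min at room temperature in pH 8.0, 100 mM Tris. Each compound concentration expressed as 4-MU-equivalent concentration from a six-point 4-MU standard series on each plate.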
# UbGFP stabilizer: proteasome inhibitors stabilizing ubiquitin-GFP reporter. Ubiquitin-GFP reporter cells, proteasome inhibition, GFP fluorescence; response scale: untreated = 0%, 10 µM MG-132 = 100%. AID 526. Potency, µM (top dose mostly 45.9 µM), inactives show at the top dose activation (GFP accumulation), actives largely listed as activators. 67,000 tested, under 10 active; active means well fitted activation curve with a large enough effect, not every such curve was filed as active; inconclusive means small, poorly fitted or top-dose-only effect, or another doubt; inactive means no such curve, though single readings can be large or run the other way; further: potency means the concentration at half of the fitted maximal effect
#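 Reporter cells (U2OS, ubiquitin-G76V-GFP fusion) are plated overnight, then treated 4 hr at 37 °C with compound titrations from 46 uM down to 2.9 nM. Activity is scaled against untreated cells and 10 uM MG-132.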
# Hsp90 Hop PPI: changes Hsp90-Hop TPR2A binding signal, up or down; AlphaScreen TPR2A-His6 binding biotin-Hsp90 C-terminal peptide; Potency, µM (top dose mostly 57 µM), without a hit: at the highest dose activity change, negative = inhibition; actives 0.44% (n = 71,000); AID 595; active means well fitted curve in either direction with a large enough effect; inconclusive means small, poorly fitted or top-dose-only effect, or another doubt; further: potency means the concentration at half of the fitted maximal effect; on the % scale 0 is the no-effect control and ±100 the full control effect; many of its hits are not listed in these tables
# BRCT PPI red: BRCT-phosphoprotein interaction inhibition (red fluorophore). Potency, µM (highest dose often 76.9 µM), inactives show at the highest dose activity change, negative = inhibition, most hits filed as inhibitors. BRCT-phosphopeptide binding, red fluorescence polarization. AID 892. P38398. actives 0.03% (n = 75,000); further: on the % scale 0 is the no-effect control and ±100 the full control effect
#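 Rhodamine-labelled pBACH1 10-mer (100 nM) bound to BRCT domain (100 nM) at pH 7.3; compounds incubated 12 min room temperature, polarization read. Free peptide defines full inhibition; unlabelled decapeptide titrated as control.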
# HBB splice mod: modulators of hemoglobin beta chain splicing; HBB splicing reporter cell assay, activation; EGFP reporter with mutant IVS2-654 intron; response scale: normalised to 500 nM splice-correcting PNA; Potency, µM (titrated, usually from 46.1 µM), for the others: at the highest dose activation, hits mostly activators; actives 0.06% (n = 65,000); further: potency means the concentration at half of the fitted maximal effect; 0% is about no effect
#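 Compounds were applied for 2 days to HeLa EGFP-654 cells, 500/well in Optimem with 2% FCS. The reporter's EGFP is disrupted by mis-splicing of beta-globin intron IVS2-654. Readout: summed well GFP fluorescence from 488 nm laser scanning; reference was 500 nM antisense […] 654 PNA.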
# An asterisk follows results filed as active; i = inactive; ? = inconclusive; . = no result given; [ ] = remark or other dose. Unless noted, the call rests on the fitted dose curve; in most records, active means well fitted curve in the direction sought with a large enough effect; inconclusive means small, poorly fitted or top-dose-only effect, or another doubt; inactive means no such curve, though single readings can be large; an effect the other way counts as inactive or inconclusive.
Molecule	Hsp90 Hop PPI	CRE-bla Fsk	Pol III holo inh	ALOX15 inhib	BRCT PPI green	4MU fluor	BRCT PPI red	HBB splice mod	Epigenetic mod	UbGFP stabilizer	A350 autofl
COCC(=O)Nc1ccccc1C(=O)NC(C)C	-6%	-6%	-6%	3%	2.0%	i	-0.2%	-2.1%	2%	-4%	i
c1ccc2[nH]c(CN3CCCCCC3)nc2c1	-3%	-18%	0%	-3%	0.6%	i	-0.9%	-0.8%	0%	0%	i
CCc1nnc(SCc2cn3c(C)cc(C)nc3n2)n1N	-2%	5%	3%	8%	-0.4%	1.3e-08M*	-0.4%	0.9%[57.5 µM]	2%	-1%	1.5e-08M*
COc1ccc(S(=O)(=O)CCC(=O)NC2CCCCC2)cc1	-2%	?	-2%	4%	-1.2%	i	1.0%	5.6%	4%	3%	?
Cc1ccc2cc(CN(CC3CCCO3)C(=O)C(C)C)c(=O)[nH]c2c1 (configuration not stated)	0%	4%	-2%	-9%	1.2%	i	-0.6%	0.0%[57.5 µM]	-2%	-2%	i
CC(NC(=O)CSc1ncccn1)c1ccccc1 (configuration not stated)	1%	1%	-6%	10%	3.2%	i	0.4%	.	0%	-3%	i
Cc1ccc(C)c(C(=O)CN2C(=O)CCC2=O)c1	-5%	-3%	-5%	-3%	-1.4%	i	2.2%	-0.3%	3%	3%	i
CCNC(=O)CSc1nc2ccccc2c(=O)n1OC	0%	?	-7%	7%	-5.3%	i	-1.7%	4.8%[1.84 µM]	2%	6%	i
CCCCn1cc(SCC(=O)O)c2ccccc21	-3%	?	-10%	-8%	-2.7%	i	-0.3%	0.7%	-3%	4%	i
CC(C)CCOP(=O)(c1ccc(N(C)C)cc1)C(O)c1ccccn1 (configuration not stated)	-3%	-5%	0%	5%	-1.0%	i	-0.2%	2.4%[1.84 µM]	4%	17%	i
Cc1ccccc1NC(=O)c1c(-c2ccccc2)noc1C	3%	8%	-4%	-7%	-3.1%	i	-0.1%	.	1%	3%	?
CCNc1oc(COc2ccccc2F)nc1C#N	-2%	7%	0%	5%	-1.3%	i	2.1%	.	2%	3%	i
O=c1[nH]c(C2CCCN(S(=O)(=O)c3ccccc3)C2)nc2c1nnn2Cc1ccccc1F (configuration not stated)	-9%	?	2%	-12%	8.7%	i	-0.6%	-1.2%	-2%	6%	i
COc1ccc2cc(CN(C(=O)Nc3ccccc3OC)C3CCCC3)c(=O)[nH]c2c1	-5%	?	5%	-16%	2.9%	i	-0.1%	.	1%	-2%	i
Cc1ccc(S(=O)(=O)N2CC3(C)CN(S(=O)(=O)c4ccc(C)cc4)CC(C)(C2)C3O)cc1 (configuration not stated)	-2%	-3%	-4%	-3%	-3.4%	i	-0.8%	.	-2%	0%	i
c1ccc(CSc2nncn2-c2ccccn2)cc1	-2%	-4%	36%	5%	-1.9%	i	0.9%	-3.0%	-3%	-4%	i
Cn1c(=O)c2cnc(N3CCOCC3)nc2n(C)c1=O	0%	?	-6%	12%	-1.8%	i	-0.1%	-3.3%	0%	1%	i
Cc1ccccc1-n1c(SCC(=O)c2cc(C)n(C)c2C)nnc1-c1ccncc1	?	?	-7%	-7%	-1.4%	i	-0.3%	0.6%	-1%	4%	i
COC(=O)c1ccccc1NC(=O)CSc1nnc(COc2cccc(OC)c2)n1C	-1%	2%	-7%	4%	2.3%	i	1.2%	.	1%	7%	?
COc1ccc(NC(=O)CN(C)S(=O)(=O)c2cccs2)cc1	-3%	-13%	0%	0%	-2.8%	i	0.6%	0.5%	-1%	-1%	?

# Overlap with the part before: 3 compounds, followed by the next part.
Molecule	Hsp90 Hop PPI	CRE-bla Fsk	Pol III holo inh	ALOX15 inhib	BRCT PPI green	4MU fluor	BRCT PPI red	HBB splice mod	Epigenetic mod	UbGFP stabilizer	A350 autofl
Cc1ccccc1-n1c(SCC(=O)c2cc(C)n(C)c2C)nnc1-c1ccncc1	?	?	-7%	-7%	-1.4%	i	-0.3%	0.6%	-1%	4%	i
COC(=O)c1ccccc1NC(=O)CSc1nnc(COc2cccc(OC)c2)n1C	-1%	2%	-7%	4%	2.3%	i	1.2%	.	1%	7%	?
COc1ccc(NC(=O)CN(C)S(=O)(=O)c2cccs2)cc1	-3%	-13%	0%	0%	-2.8%	i	0.6%	0.5%	-1%	-1%	?
Cn1c(SCC(=O)N2CCN(Cc3ccccc3)CC2)nnc1-c1ccncc1	-15%	4%	-3%	-2%	1.1%	i	1.8%	-0.8%	0%	-7%	i
CCc1nc(SCc2ccccn2)c2c(=O)n(C)c(=O)n(C)c2n1	-1%	2.5µM*	-11%	5%	3.2%	.	-1.7%	-0.5%	.	12%	.
CN(C)c1oc(COc2ccc(F)cc2)nc1C#N	-13%	-1%	2%	-4%	-2.2%	i	-1.2%	0.2%	8%	9%	i
CCOC(=O)COc1ccc(-c2nnc(-c3ccccc3)o2)cc1	3%	-4%	-1%	7%	-1.8%	?	-1.2%	.	-1%	-3%	?
COc1ccc(Br)cc1-c1nc(C)c(C(C)=O)n1O	-2%	?	-2%	4%	0.9%	i	0.3%	-0.3%	-3%	-7%	i
O=C(c1ccco1)N1CCN(S(=O)(=O)c2cccc3nsnc23)CC1	-2%	-2%	-6%	4%	-1.8%	i	-0.7%	-0.7%	2%	-6%	i
CCOC(=O)c1[nH]c(COC(=O)C2CC(=O)N(Cc3ccccc3)C2)c(C(=O)OCC)c1C (configuration not stated)	-7%	?	-3%	-15%	-4.8%	i	-4.0%	-0.4%[57.5 µM]	2%	4%	i
CC(=O)Nc1ccc(S(=O)(=O)NCc2ccc(C(=O)NCCN3CCCCCC3)cc2)cc1	-7%	?	4%	-22%	-0.2%	i	-0.8%	-4.5%	-2%	7%	i
COc1ccc(CCN(Cc2cc3cc4c(cc3[nH]c2=O)OCO4)C(C)=O)cc1OC	0%	?	2%	-8%	0.9%	i	-0.8%	-4.8%	-1%	-7%	i
O=c1c(-c2ccc(Cl)cc2)coc2c(CN3CCOCC3)c(O)ccc12	-3%	24%	1%	-7%	-1.8%	.	-0.2%	0.3%	3%	-1%	.
Cc1c(C(N)=O)sc2nc(-c3ccccc3)cn12	-5%	4%	1%	-8%	0.5%	i	-0.8%	-0.5%	6%	-5%	i
O=C(NCc1cccs1)c1nc2c(nnn2Cc2ccc(F)cc2)c(=O)[nH]1	2%	3%	-4%	6%	-0.5%	i	-0.1%	-0.2%[57.5 µM]	-1%	-4%	i
CCOC(=O)C1CCN(C(=O)C2CC(=O)N(c3ccc(C)cc3)C2)CC1 (configuration not stated)	-2%	?	5%	3%	0.6%	i	0.1%	-0.1%	-1%	-5%	i
Cc1noc(C)c1COc1cccc(C(=O)OCC(=O)N2CC(=O)Nc3ccccc32)c1	-1%	?	3%	-2%	-1.0%	i	0.2%	1.6%	-1%	2%	?
COc1ccc(-c2nnc(SCCOc3cccc(C)c3)n2N)cc1	-3%	?	0%	6%	-1.9%	i	1.2%	-1.5%	0%	4%	i
COc1ccc(-c2nc3cnc(N4CCN(C)CC4)nc3n(Cc3cccs3)c2=O)cc1	-5%	?	-5%	-29%	37%[activator]	?	-1.5%	?	5%[9.22 µM]	?	?
CCN(CC)C(=O)CN1CCN(c2ncccn2)CC1	-1%	1%	1%	6%	-3.1%	i	-0.7%	.	9%	-2%	i
O=C(NCC1CCCO1)c1nnc(Cc2ccc(F)cc2)o1 (configuration not stated)	-5%	-4%	5%	8%	-2.1%	.	0.1%	-0.4%	-2%	-6%	.
CCOc1ccc(-c2nnn(CC(=O)c3ccc4c(c3)OCCO4)n2)cc1	7%	-1%	4%	5%	-1.1%	i	0.1%	.	3%	0%	i

# Compound activity: PubChem BioAssay, National Center for Advancing Translational Sciences (NCATS)

# Random draw from the library, and some 12% of all compounds hit somewhere here.
